# Rat MKP-3 inhibitors: MKP-3 phosphatase inhibitors, primary screen, biochemical, rat enzyme, in vitro (AID 425) | 0.17% of 110,000 active | Dual specificity protein phosphatase 6 (Rattus norvegicus) | recombinant MKP-3 phosphatase activity, fluorescence; higher % means a stronger effect | inhibition, % at 20 µM, or IC50 in µM where a hit was titrated; in the data active means inhibition above about 50%;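 further: plate controls were vehicle for no effect and reference inhibitor for full effect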
# Hsp70 displacement: Hsp70 inhibitors, probe displacement, primary screen, biochemical, fluorescence polarization (AID 583); Hsp70 fluorescence polarization probe displacement, mP; higher % means a stronger effect; displacement, % at 20 µM; hits with a dose series show IC50 in µM; 0.06% of 140,000 active; in the data active means displacement above about 50%;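 further: plate controls were vehicle for no effect and reference ligand for full effect; a part of the inactive calls stands beside numbers as strong as those of hits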
# Active calls of the source: *; nt = not tested or not shown. An excerpt, so the mix of outcomes need not match the whole.
SMILES,Rat MKP-3 inhibitors,Hsp70 displacement
CCOC(=O)C1CCCN(CC(=O)NC2=Nc3ccccc3N=C(C)C2c2ccccc2)C1 (configuration not stated),4.7%,-4.1%
N#C/C(=C/c1ccc(-c2ccc(Cl)cc2)o1)C(=O)O,-1.0%,5.6%
CCOC(=O)C(C#N)=C1CCCCCC1,0.1%,2.2%
O=C(CSc1nnc(-c2cccs2)o1)OC1CCCCC1,5.0%,-4.8%
COC(=O)c1ccc(Cn2nnc3c(sc4nc(N5CCOCC5)c5c(c43)CCCC5)c2=O)o1,-2.2%,-2.3%
O=C1NC(=O)N(c2ccccc2)C(=O)/C1=C\c1ccccc1I,4.2%,-2.3%
CCOC(=O)c1cnc(-n2cc(C)cn2)nc1NCc1ccc2c(c1)OCO2,5.4%,-1.7%
CCOc1cc(C2NC(=O)NC(C)=C2C(=O)OCc2ccccc2)ccc1O (configuration not stated),-10.7%,-0.3%
CCn1c2ccccc2c2cc(/C=N/n3cnnc3)ccc21,1.3%,-1.7%
O=c1c[n+]([O-])c2ccccc2n1OCc1ccccc1,0.0%,3.2%
Cc1cc(C)c(NC(=O)C(C)Sc2ncn[nH]2)c(C)c1 (configuration not stated),3.8%,4.7%
Cc1cc(Br)c2[nH]c(O)c(N=Nc3cccc4cccnc34)c2c1,0.9%,5.5%
COc1ccccc1C1CC(=O)NC(C)=C1C(=O)OCC(C)C (configuration not stated),2.5%,-1.1%
O=C(CCn1[nH]c(=O)c2ccccc2c1=O)NCCO,-8.6%,4.7%
O=[N+]([O-])OC12CC3CC(C1)CC([N+](=O)[O-])(C3)C2,1.1%,2.0%
O=C(CSc1nnc(Cc2ccccc2)o1)NCCN1C(=O)CSC1=O,-5.9%,3.0%
O=c1c2ccccc2nc(/C=C/c2ccc3c(c2)OCO3)n1-c1cccc([N+](=O)[O-])c1,1.5%,1.7%
COc1cccc(C(=O)N(Cc2cc3cc(C)ccc3[nH]c2=O)C(C)C)c1,-8.7%,4.8%
COC(=O)[C@H](CC(C)C)NC(=O)N1CCN(c2cccc(C(F)(F)F)c2)CC1,nt,-0.3%
CC(=O)c1cccc(NC(=O)CCNS(=O)(=O)c2cccc(C(C)=O)c2)c1,-6.2%,0.8%

# 18 of the compounds above, with two lines to a compound:
# Sequence of screens: Rat MKP-3 inhibitors, Hsp70 displacement
> CCOC(=O)C1CCCN(CC(=O)NC2=Nc3ccccc3N=C(C)C2c2ccccc2)C1 (configuration not stated)
  4.7%, -4.1%
> N#C/C(=C/c1ccc(-c2ccc(Cl)cc2)o1)C(=O)O
  -1.0%, 5.6%
> CCOC(=O)C(C#N)=C1CCCCCC1
  0.1%, 2.2%
> O=C(CSc1nnc(-c2cccs2)o1)OC1CCCCC1
  5.0%, -4.8%
> COC(=O)c1ccc(Cn2nnc3c(sc4nc(N5CCOCC5)c5c(c43)CCCC5)c2=O)o1
  -2.2%, -2.3%
> O=C1NC(=O)N(c2ccccc2)C(=O)/C1=C\c1ccccc1I
  4.2%, -2.3%
> CCOC(=O)c1cnc(-n2cc(C)cn2)nc1NCc1ccc2c(c1)OCO2
  5.4%, -1.7%
> CCOc1cc(C2NC(=O)NC(C)=C2C(=O)OCc2ccccc2)ccc1O (configuration not stated)
  -10.7%, -0.3%
> CCn1c2ccccc2c2cc(/C=N/n3cnnc3)ccc21
  1.3%, -1.7%
> O=c1c[n+]([O-])c2ccccc2n1OCc1ccccc1
  0.0%, 3.2%
> Cc1cc(C)c(NC(=O)C(C)Sc2ncn[nH]2)c(C)c1 (configuration not stated)
  3.8%, 4.7%
> Cc1cc(Br)c2[nH]c(O)c(N=Nc3cccc4cccnc34)c2c1
  0.9%, 5.5%
> COc1ccccc1C1CC(=O)NC(C)=C1C(=O)OCC(C)C (configuration not stated)
  2.5%, -1.1%
> O=C(CCn1[nH]c(=O)c2ccccc2c1=O)NCCO
  -8.6%, 4.7%
> O=[N+]([O-])OC12CC3CC(C1)CC([N+](=O)[O-])(C3)C2
  1.1%, 2.0%
> O=C(CSc1nnc(Cc2ccccc2)o1)NCCN1C(=O)CSC1=O
  -5.9%, 3.0%
> O=c1c2ccccc2nc(/C=C/c2ccc3c(c2)OCO3)n1-c1cccc([N+](=O)[O-])c1
  1.5%, 1.7%
> COc1cccc(C(=O)N(Cc2cc3cc(C)ccc3[nH]c2=O)C(C)C)c1
  -8.7%, 4.8%

# Following part:
SMILES,Rat MKP-3 inhibitors,Hsp70 displacement
Cc1ccc(OCCCCCCn2ccnc2)c(C)c1,-1.2%,-0.3%
CCOC(=O)c1ccc(N2C(=O)c3n[nH]c(C)c3C2c2ccco2)cc1 (configuration not stated),-5.0%,2.4%
Cn1nc(CC(=O)Nc2cccc3ncccc23)c2ccccc2c1=O,7.4%,-0.5%
O=C(CN1CCN(Cc2ccccc2)C1=O)NCc1ccc(Cl)cc1,-1.7%,nt
CSCC[C@H](NC(=O)NCCc1ccc(F)cc1)C(=O)O,-4.1%,1.0%
C=CCNc1ccc(F)c(F)c1N1CCCCCC1=O,3.3%,2.3%
CCOC(=O)c1ccc(N=c2sc(C(=O)OC)cc(=O)n2C2CC2)cc1,3.5%,-3.8%
O=C(CC1Sc2ccc(C(F)(F)F)cc2NC1=O)Nc1ccc(N2CCOCC2)cc1 (configuration not stated),0.1%,2.1%
CN(C)S(=O)(=O)c1ccc(C(=O)NCc2ccccc2)cc1,-10.3%,0.3%
O=C(O)CSC1CC(=O)N(c2cccc(Cl)c2)C1=O (configuration not stated),-8.9%,-0.9%
O=C(c1ccco1)N1CCN(C(=O)N2CCOCC2)CC1,0.5%,-0.5%
O=C(NCCc1ccccc1)C(=O)NC1CCCCC1,nt,8.5%
CCOC(=O)C(C(=O)OCC)=C(N)C(F)(F)F,-1.8%,1.2%
Cc1cc(C)cc(CC2CC(=O)N(c3ccc(Cl)cn3)C2=O)c1 (configuration not stated),nt,2.8%
O=C(N1CCCCCC1)N1CCN(S(=O)(=O)c2ccccc2)CC1,nt,6.7%
COC(=O)C(O)(NC(=O)OCc1ccccc1)C(F)(F)F (configuration not stated),0.0%,-3.9%
O=C(NC1CCSC1=O)c1ccc(Cl)cc1 (configuration not stated),-7.4%,nt
COc1cc(/C=c2\sc3nc4ccccc4n3c2=O)ccc1OC(=O)c1ccc(F)cc1,3.9%,3.4%
COc1ccc(-n2c(=O)c3ccccc3n(CC(=O)NC3CCCCC3)c2=O)c(OC)c1,-0.6%,4.0%
Cc1ccc(NC(=O)C2CCC(=O)N2)cc1C (configuration not stated),nt,-2.4%
O=C(NCc1cccs1)c1sc2cc(F)ccc2c1Cl,2.7%,-4.0%
COC(=O)c1cccc(NC(=O)c2cc[n+](C)cc2)c1,0.1%,4.9%
CCOC(=O)c1c(NC(=O)c2ccc(S(=O)(=O)N3CCCCCC3)cc2)sc(C)c1C,0.5%,1.8%
CC(C)Oc1ccccc1NC(=O)c1cc(F)c(F)cc1Cl,0.8%,1.5%
COc1ccccc1NC(=O)C1CCN(c2ncccn2)CC1,-9.5%,2.0%
CC(=O)c1c(C)[nH]c(C(=O)Nc2cc(C)cc(C)c2)c1C,nt,-1.0%
CC1CCCCC1NC(=O)CCn1c(=O)oc2ccccc21 (configuration not stated),nt,4.2%
COc1ccc(NC(=O)COc2ccc3ccccc3c2)c([N+](=O)[O-])c1,4.7%,7.7%
CC(Sc1ccc2c(c1)OCCO2)C(=O)Nc1ccc2c(c1)OCO2 (configuration not stated),-3.5%,1.6%
O=C1NCCc2cc3c(cc21)OCO3,nt,0.1%
Cc1ccc2nsnc2c1NS(=O)(=O)c1c(C)ccc2nsnc12,-2.1%,2.4%
O=C(NNC(=O)c1cccc2ccccc12)c1cccc(Cl)c1,-0.3%,-3.3%
O=S(=O)(c1ccccc1)c1nc(-c2ccco2)oc1N1CCCCCC1,-13.5%,2.1%
CN(C(=O)COC(=O)C1c2ccccc2Oc2ccccc21)C1CCS(=O)(=O)C1 (configuration not stated),-15.7%,5.5%
CC(=O)c1cc2c(cc1NC(=O)C1CC=CCC1C(=O)O)OCO2 (configuration not stated),-3.6%,2.0%
Cn1c(SCc2nc3ccccc3[nH]2)nnc1-c1cnccn1,-11.0%,-2.8%
COc1ccc(-c2cc(C(F)(F)F)n3ncc(C(=O)NCCCN4CCOCC4)c3n2)cc1,2.8%,0.7%
Cc1ccccc1C(=O)Nc1ccc(Cl)c(C(N)=O)c1,0.7%,0.9%
C/C(=N\NC(=O)c1csc(C)c1C)c1ccco1,nt,-2.1%
CCC(C)(C)NC(=O)C(c1ccc(OC)cc1)N(CC1CCCO1)C(=O)CCC(=O)Nc1cc(C)on1 (configuration not stated),nt,10.4%
CCOc1ccc(NC(=O)N2CCN(CC)CC2)cc1,-14.4%,5.6%
CC1(C)CC(=O)c2c(oc3ccc(NS(=O)(=O)c4cc(Cl)ccc4Cl)cc23)C1,-2.9%,5.6%
COc1cc(C(=O)Nc2ccc(C(=O)OC3CCCCC3)cc2)cc(OC)c1OC,6.1%,4.6%
CCCCCCc1cc2cc(-c3nnc(-c4cc(OC)c(OC)c(OC)c4)o3)c(=O)oc2cc1O,nt,-79.6%
Cc1cc(C)c(NC(=O)c2cccc(I)c2)c(C)c1,1.1%,-3.9%
COc1cc(/C=C2\C(=O)NN(c3ccccc3)C2=O)ccc1OCCOc1ccc(C)cc1,6.0%,-1.0%
COCCNC(=O)C(c1ccco1)N(Cc1ccc(OC)cc1)C(=O)Cn1nnc2ccccc21 (configuration not stated),-9.3%,-0.5%
CCn1c2ccccc2c2cc(NC(=O)COc3ccccc3Cl)ccc21,5.6%,-4.6%
COc1ccc(-n2c(=S)[nH]c3cc(C(=O)NCCCN4CCCC4=O)ccc3c2=O)c(OC)c1,nt,-0.8%
Cn1cnnc1SCc1ccccc1Br,4.6%,nt
COc1ccc(-c2cc(C(=O)N/N=C(\C)c3ccc(N)cc3)[nH]n2)cc1,1.6%,-5.2%
CCOc1cccc(-c2nnc3sc(COc4ccccc4)nn23)c1,2.7%,-1.0%
CCCCOc1ccc(C(=O)Nc2cc(C)c(OCC(=O)N3CCOCC3)c(C)c2)cc1,nt,-2.8%
CC(=O)NC1=NN(C(C)=O)C(c2ccc(Cl)cc2Cl)S1 (configuration not stated),1.6%,-0.3%
COc1ccc(S(=O)(=O)NC(CC(=O)NC2CCCC2)c2ccco2)cc1 (configuration not stated),-0.7%,4.1%
C=CCN1C(=O)S/C(=C/c2cc(Br)c(O)c(OCC)c2)C1=O,0.5%,-34.0%
O=C(Nc1cccc(-c2nc3ccccc3[nH]2)c1)c1ccccc1Cl,1.3%,1.0%
C=CCn1c(Cc2c[nH]c3ccccc23)n[nH]c1=S,0.4%,-5.8%
Cc1ccc([N+](=O)[O-])cc1NC(=O)c1cc2ccccc2cc1O,-3.2%,4.0%
CC(/C=C/c1ccccc1)=N/O,0.4%,-5.7%
# Continued.
SMILES,Rat MKP-3 inhibitors,Hsp70 displacement
Cc1ccc2[nH]c(=O)c(CN(CCN3CCOCC3)C(=O)Nc3ccc(F)cc3)cc2c1,-4.4%,0.6%
COc1ccc(CCNC(=O)c2cnc3n(c2=O)CCS3)cc1OC,nt,-4.8%
O=S(=O)(c1ccc2c(c1)oc1ccccc12)N1CCOCC1,-10.7%,-5.5%
CCn1c(SCC(=O)NCCc2ccc(F)cc2)nnc1-c1cccs1,-8.4%,1.8%
O=C(NNc1nc(-c2ccccc2)cc(-c2ccc(F)cc2)n1)c1cccc([N+](=O)[O-])c1,-0.6%,-0.2%
CC1CCCCC1NC(=O)COC(=O)c1ccc(S(=O)(=O)N2CCOCC2)cc1 (configuration not stated),1.9%,-4.0%
COc1ccc(Cc2nc(C(=O)Nc3ccc(Cl)cc3)cs2)cc1,nt,6.3%
C=CCn1c(SCC(=O)Nc2cc(C)nn2-c2ccccc2)nnc1C1CCCCC1,5.4%,5.5%
O=C(Cn1cnc2ccccc2c1=O)Nc1cccc(-c2nnc3n2CCCCC3)c1,nt,-1.4%
COc1ccc(Cl)cc1C(=O)Nc1ccc(-c2nc3ccccc3[nH]2)cc1,4.1%,-1.4%
CCOC(=O)c1cc(CC)sc1NC(=O)c1cccc(OCC)c1,-0.2%,3.8%
c1ccc(CCCN2CCN(C3CCN(Cc4ccccc4)CC3)CC2)cc1,6.8%,2.5%
Cc1ccc(CN2CCN(CC(=O)N3CCC(C(N)=O)CC3)C2=O)cc1,5.4%,nt
COc1ccc(CCNC(=O)CN2C(=O)c3ccccc3S2(=O)=O)cc1OC,-1.8%,1.5%
Nc1nc(-c2ccc(Br)cc2)cs1,-1.3%,1.2%
O=C(NCCOc1ccccc1)c1sc2ccccc2c1Cl,2.0%,0.0%
Cn1c(=O)c2c(nc(NC3CCCCC3)n2CC(=O)C23CC4CC(CC(C4)C2)C3)n(C)c1=O,3.0%,-7.1%
COC(=O)C1CCN(Cc2ccc(C)cc2)CC1,nt,1.6%
Cc1c(CCC(=O)O)c(=O)oc2cc(O)ccc12,2.4%,1.7%
Cc1c(OCC(=O)OCc2ccccc2)ccc2c3c(c(=O)oc12)CCC3,3.9%,1.2%
O=C(CC1Nc2ccccc2NC1=O)NC1CCCCC1 (configuration not stated),-10.0%,4.0%
NS(=O)(=O)c1cccc(NC(=O)c2cccc(OCc3ccccc3)c2)c1,4.5%,2.8%
C(=NN1CCN(Cc2ccccc2)CC1)c1cccnc1,2.7%,4.8%
CCOC(=O)C1=C(C)N(c2ccc(OCC)cc2)C(=O)C1,-1.0%,-4.3%
O=C1C=C(Nc2ccc(O)cc2)CC(c2ccccc2)C1 (configuration not stated),3.9%,1.2%
Fc1ccc(-c2ccc(/C=N/n3cnnc3)o2)cc1,-2.5%,4.7%
CCOc1ccc(/C=C2/SC(=O)N(CNc3cccc(Br)c3)C2=O)cc1,0.2%,3.9%
O=C(Cn1c(NCCO)nc2ccccc21)c1cccc([N+](=O)[O-])c1,2.5%,-1.0%
O=C(c1ccc2c(c1)OCCO2)C1CCN(C(=O)c2ccc(F)cc2)CC1,3.8%,1.3%
COc1ccccc1-n1nnnc1SCc1ccccc1,-5.5%,3.4%
Cc1ccc(N2Cc3ccccc3OC(C)C2=O)cc1 (configuration not stated),0.6%,-1.8%
